# Compound activity deposited in PubChem by several laboratories.
# WT yeast gro inh: growth inhibition of WT strain, primary screen, mitochondrial fusion inhibitor project, WT and mutant strains, chemical genetic; mitochondrial fusion phenotypic screen; inhibition, % at 10 µM; actives 2.1% (n = 190,000); AID 1362, 2008; in the data active = inhibition above about 58%; tested in S. cerevisiae
# West Nile virus CPE: West Nile virus antiviral activity, cell-based, CPE readout (AID 1621); West Nile virus-infected cells, CPE inhibition; higher % means a stronger effect; CPE inhibition, % at 10 µM, or IC50 in µM where a hit was titrated; actives 0.02% (n = 290,000); in the data active = a potency from the dose series; inconclusive = CPE inhibition mostly from about 3.7% at the one dose, without a potency; inactive = the rest, 99 in 100 with CPE inhibition below about 2.2%; also: strong numbers were not always called active
# Myeloid diff 2: induction of myeloid progenitor differentiation, primary screen, cell-based, flow cytometry, MLPCN library; actives 1% (n = 360,000); calls only at 10 µM; ER-HoxA9 myeloid progenitors, lysozyme-GFP differentiation;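 active = normalized GFP-positive differentiation at or above the plate's own cutoff, the solvent-only control mean plus 3 SD; inconclusive = no clear call, values can overlap the other calls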;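 also: cells exposed to compound for four days before flow analysis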
# bCat nuc transl: modulators of beta-catenin nuclear translocation, primary screen, imaging, HeLa cells, immunofluorescence, high-content | nuclear translocation activity, % at 5 µM | actives 0.3% (n = 190,000) | AID 1665, 2009;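 active = nuclear translocation activity above 50% at 5 µM, with a well cell count of 50 or more; inconclusive = wells under 50 cells across six images, flagged as toxic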;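 also: per-cell ratio of nuclear to cytoplasmic median beta-catenin stain intensity; plate controls were DMSO negative control for no effect and GSK-3 inhibitor IX positive control for full effect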
#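 Test system: human HeLa cells, native beta-catenin. Compound dosing: 5 µM primary single dose, 0.1% DMSO, 0.02–20 µM confirmation series. Incubation: compound exposure 24 h at 37°C. Detection: beta-catenin immunostaining with DAPI counterstain, 20x imaging, 6 fields/well. Read-out basis: Nuclear/cytoplasmic beta-catenin signal ratio, % activation.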
# T cell modulator: modulators of CD8 T cell-vesicle binding, primary screen, mouse 2C CD8+ T cells, flow cytometry; calls only at 7 µM; 2C CD8+ T cell-vesicle binding; active compounds read low; actives 0.068% (n = 330,000); AID 2052, 2009;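 active = response, share of CD8 T cells binding vesicles, and their 90th percentile fluorescence all below set limits, cut at about 80% in these data, passing the limit was not always enough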
#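 Material: murine 2C transgenic CD8+ T lymphocytes / Also added: QL9-peptide-loaded Drosophila micro-vesicles bearing Ld, ICAM-1 and B7-1 / Schedule: binding step 1.5 h, 37 °C, antibody labelling 20 min, ice / Signal: flow cytometry, PE anti-B7-1 (FL2) versus Alexa647 anti-CD8 (FL8), PFA-fixed / Evaluation: percent CD8+ FL2 mean versus row control / Benchmarks: naked versus QL9-loaded vesicles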
# RSV CPE inhibition: RSV antiviral activity via CPE protection, HEp-2 cells, primary 10 µM value included (AID 2391) | actives 0.13% (n = 310,000) | CPE inhibition, % at 10 µM, or IC50 in µM where a hit was titrated | HEp-2 cells, RSV-induced CPE inhibition; higher % means a stronger effect; in the data active = a potency from the dose series; inconclusive = CPE inhibition mostly from about 23% at the one dose, without a potency; inactive = the rest, 99 in 100 with CPE inhibition below about 21%; also: strong numbers were not always called active
# PhoP inhibition: inhibitors of PhoP regulon expression, primary screen, Salmonella Typhimurium, GFP reporter (AID 1863); S. Typhimurium PhoP-regulated promoter GFP reporter, 4 h; higher % means a stronger effect; inhibition, % at 50 µM; hits with a dose series show IC50 in µM; actives 0.16% (n = 300,000);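 active = inhibition over 29.93%, a cutoff 3 SD above the screen mean, later confirmed by dose response; inconclusive = inhibition over 29.93% but no dose response follow-up; inactive = inhibition at most 29.93% or unconfirmed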;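 also: 0% = low Mg2+ inducing control and 100% = high Mg2+ repressing control; strong numbers were not always called active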
# SV40 large T antigen: SV40 large T antigen inhibitors, biochemical (AID 1903); actives 0.39% (n = 310,000); one-dose inhibition, % at 20 µM; IC50 in µM for titrated hits; SV40 large T antigen ATPase/helicase inhibition assay; higher % means a stronger effect; in the data active = a potency from the dose series; inconclusive = inhibition mostly from about 32% at the one dose, without a potency; inactive = the rest, 99 in 100 with inhibition below about 32%; also: strong numbers were not always called active
# MgcRacGAP inhibition: MgcRacGAP GTPase-activating activity inhibitors, confirmation, biochemical, ADP Hunter fluorescence | Rac GTPase-activating protein 1 (Homo sapiens) | MgcRacGAP-stimulated Rac1 GTP hydrolysis, ADP Hunter fluorescence; higher % means a stronger effect; GST-tagged Rac1 F28L mutant substrate | inhibition, % at 30 µM, or IC50 in µM where a hit was titrated | actives 0.6% (n = 340,000) | AID 624330, 2012;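 active = first-screen hits whose inhibition reached a set limit at any dose in the follow-up dose series; inconclusive = inhibition above the set first-screen limit but never retested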;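 also: fluorescence reports GDP produced by GAP-driven GTP hydrolysis; strong numbers were not always called active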
# WT yeast gro inh mutant strain: recorded beside WT yeast gro inh, whose call it bears; inhibition, %; mitochondrial fusion phenotypic screen, mutant strain inhibition
# bCat nuc transl cell count 5 µM: recorded beside bCat nuc transl, whose call it bears; cell count; measured here: cell count, cytotoxicity flag
# T cell modulator vesicle-bound %: further read-out of T cell modulator, marked with its call; double positive events, %; measured here: CD8+ vesicle-bound cell fraction;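 binding gate set so that unloaded-vesicle control wells show 10% double positive cells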
# Myeloid diff 2 GFP+ MAC1+ %: recorded beside Myeloid diff 2, whose call it bears; GFP+ MAC1+ double positive, %; measured here: differentiation confirmed by MAC1 staining
# The depositor's hits bear a star; i = inactive; ? = inconclusive; nt = not tested or not shown; + = active, no number.
SMILES	WT yeast gro inh	WT yeast gro inh mutant strain	West Nile virus CPE	Myeloid diff 2	Myeloid diff 2 GFP+ MAC1+ %	bCat nuc transl	bCat nuc transl cell count 5 µM	T cell modulator	T cell modulator vesicle-bound %	RSV CPE inhibition	PhoP inhibition	SV40 large T antigen	MgcRacGAP inhibition
CCNS(=O)(=O)c1ccc(C(=O)Nc2ccccc2)cc1	12	18	-0.3%	i	6.8	-3.6	1160	i	15	-0.4%	0%	11%	2%
O=C(/C=C/c1ccco1)N/C(=C\c1ccccc1)C(=O)NCCc1nc2ccccc2[nH]1	-10	4	0.5%	i	0.5	-5.2	606	i	60	1.0%	40%	9%	3%
CC#CCCCC(=O)Nc1ccccc1C(=O)O	8	21	0.0%	i	0.7	-3.1	963	i	21	-0.6%	10%	-1%	7%
O=C(c1ccccc1)C1CN(c2ccccc2)CC1c1ccc(Cl)cc1 (centres undefined)	10	5	nt	i	1.3	0.2	1380	i	56	0.4%	0%	5%	1%
COc1cccc(C2C(C(=O)c3sc(C)nc3C)=C(O)C(=O)N2CCN2CCOCC2)c1OC (centres undefined)	1	9	0.2%	i	2.0	2.0	1185	i	57	1.2%	4%	7%	7%
CCC(C)N1C(=O)c2ccccc2C1C(=O)NC1CCCCCC1 (centres undefined)	16	12	0.3%	i	6.0	-1.9	1406	i	37	-0.2%	-5%	2%	12%
Cc1ccc(C(CC(=O)O)NC(=O)c2ccc(S(=O)(=O)N3CC(C)OC(C)C3)cc2)cc1 (centres undefined)	nt	nt	nt	i	0.5	nt	nt	i	41	0.7%	nt	nt	2%
Cc1ccccc1CN1CCN(Cc2cc3ccccc3o2)CC1CCO (centres undefined)	nt	nt	-1.6%	i	0.2	nt	nt	i	44	0.5%	3%	8%	12%
O=C(CSc1nnc(-c2cccnc2)n1-c1ccccc1)N1CCN(c2ccc(F)cc2)CC1	-2	-7	-0.7%	i	0.5	-14	1125	i	11	-0.2%	8%	nt	10%
CCOC(=O)CC(NC(=O)CCc1c(C)nc2ncnn2c1C)c1ccc(C)cc1 (centres undefined)	6	0	0.7%	i	1.0	-0.5	1178	i	55	0.9%	-2%	3%	19%
O=c1cc(CN2CCN(c3ccccc3F)CC2)c2cc3c(cc2o1)CCCC3	-1	-48	-0.5%	i	5.6	-0.3	1201	i	11	0.7%	-2%	-6%	11%
COc1ccc([N+](=O)[O-])cc1NC(=O)C(C)OC(=O)c1cccnc1Cl (centres undefined)	0	-2	-0.5%	i	0.3	0.0	1505	i	32	0.3%	3%	3%	6%
CCOC(=O)Cc1csc(NC(NC(=O)OCC)(C(F)(F)F)C(F)(F)F)n1	7	9	0.1%	i	1.5	nt	nt	i	18	0.7%	1%	-2%	9%
CC(=NCc1ccco1)c1c(C)[nH]n(-c2nc3ccccc3s2)c1=O	15	25	-0.6%	i	4.6	-0.1	1154	i	48	-0.2%	-17%	0%	13%
O=S1(=O)CC(O)C(N(CCO)C(=S)Nc2ccccc2)C1 (centres undefined)	nt	nt	-0.2%	i	0.3	-0.2	1348	i	35	nt	-10%	1%	10%
COc1ccc(C)cc1NC(=O)CSc1nnc2ccc(-c3cccnc3)nn12	nt	nt	nt	i	0.4	nt	nt	i	60	0.0%	-7%	5%	-1%
COC(=O)c1ccc(COc2ccccc2/C=N/Nc2cccc(C(=O)O)c2)cc1	-5	-12	1.6%	i	0.6	0.4	1096	nt	nt	nt	10%	17%	2%
O=C(CSc1cccc[n+]1[O-])Nc1ccc2c(c1)OCO2	-13	3	-0.1%	i	0.6	1.2	1091	i	47	0.5%	-9%	2%	3%
CC(OC(=O)CCc1nc2ccccc2c(=O)[nH]1)C(=O)Nc1ccc2c(c1)OCO2 (centres undefined)	nt	nt	-0.2%	i	0.9	-2.4	1071	i	24	1.1%	-7%	8%	9%
CCN(CC)CCN(C(=O)CCOc1ccccc1)c1nc2c(F)cc(F)cc2s1	0	7	0.3%	i	0.4	-0.4	1085	i	31	1.1%	3%	22%	2%
CCCn1nnnc1NCc1ccc(C(C)C)cc1	nt	nt	?	i	0.7	nt	nt	i	66	1.1%	1%	2%	2%
Cc1ccnc2nc(C(=O)OCC(=O)NCc3cccc(Cl)c3)nn12	nt	nt	nt	i	0.7	nt	nt	i	51	1.5%	nt	nt	2%
CC(C)(C)c1ccc(C(=O)NCC(=O)O)cc1	11	5	0.4%	i	0.1	-1.7	1017	i	27	-0.6%	nt	nt	-3%
O=C(CCS(=O)(=O)c1ccccc1)Nc1nc2c(s1)COc1ccccc1-2	-23	-24	3.2%	i	6.8	1.6	1159	i	0	-1.1%	-4%	20%	1%
Cc1cc(N2CCCC2=O)ccc1S(=O)(=O)NC1CCCCC1	nt	nt	-1.9%	i	0.7	nt	nt	i	15	?	3%	0%	4%
COc1ccc(N(CCCN2C(=O)c3cccc4cccc(c34)C2=O)C(=O)c2ccncc2)cc1	3	-11	-0.3%	i	0.0	0.5	1027	i	25	-0.1%	1%	12%	7%
COc1cc(C(=O)N(Cc2cc3ccccc3[nH]c2=O)CC2CCCO2)cc(OC)c1OC (centres undefined)	2	-14	-0.1%	i	0.7	-3.3	1142	i	26	1.9%	-6%	6%	2%
CCOc1cc(/C=C(\C#N)C(=O)Nc2cccc(C(=O)O)c2)ccc1OCc1ccc(Br)cc1	nt	nt	0.4%	i	1.3	nt	nt	i	40	13%	1%	22%	16%
O=C(Nc1ccc(Cl)cn1)c1cc2c(s1)-c1ccccc1OC2	nt	nt	-0.4%	i	0.2	-1.8	1157	i	32	11%	-3%	3%	1%
CC1CCN(C(=O)COC(=O)c2n[nH]c(=O)c3ccccc23)CC1	nt	nt	nt	i	2.2	nt	nt	i	40	0.9%	nt	nt	3%
Cc1cccc(NC(=S)NNC(=O)c2csc(C(C)C)c2)c1	12	-11	1.1%	i	0.7	1.8	882	i	56	48%	-5%	27%	7%
O=C(O)CCCCCN1C(=O)/C(=C\c2ccncc2)SC1=S	-8	3	?	+	7.2*	0.4	1134	i	46	1.9%	-4%	18%	3%
CCOc1nc(N(C)C)nc(-n2nnc(C(C)=O)c2C)n1	-19	-14	0.1%	i	0.5	-3.9	982	i	30	2.0%	1%	2%	6%
COc1ccc2nc(N(CCN(C)C)C(=O)c3ccc4c(c3)OCCO4)sc2c1	nt	nt	-0.4%	i	1.7	nt	nt	i	14	0.9%	-2%	15%	7%
COc1ccc(N(C)S(=O)(=O)c2ccc3c(c2)CC(C)N3C(=O)C2CC2)c(OC)c1 (centres undefined)	nt	nt	0.8%	i	0.7	nt	nt	i	2	11%	5%	10%	8%
O=C(N/N=C\c1ccccc1F)c1ccc(-c2ccccc2)cc1	nt	nt	-0.5%	i	4.8	nt	nt	i	20	0.7%	-1%	24%	7%
Cc1cc(-c2nc(C)c(C(=O)NNS(=O)(=O)c3ccccc3)s2)no1	nt	nt	0.0%	i	0.4	-2.2	1132	i	36	0.2%	-2%	9%	nt
Cc1ccc(-n2ncc3c(=O)[nH]cnc32)c(C)c1	-2	-11	0.3%	i	1.4	4.6	1219	i	38	5.6%	6%	nt	6%
Cc1nn(Cc2ccccc2Cl)c(C)c1NC(=O)c1noc2c1CCCCC2	10	-2	-1.1%	i	4.7	-0.3	855	i	55	3.2%	3%	13%	7%
COc1cc(SC)ccc1C(=O)NC(C)C	-6	-12	0.9%	i	0.3	-2.7	914	i	52	9.5%	2%	15%	10%
CCc1ccc(C(=O)CC2(O)C(=O)N(CN3CCOCC3)c3ccccc32)cc1 (centres undefined)	3	-9	0.3%	i	0.9	0.7	1403	i	22	1.1%	0%	2%	10%
Fc1ccc(-c2n[nH]c(=S)n2Cc2ccccc2)cc1	nt	nt	2.0%	i	0.5	nt	nt	i	61	3.0%	-4%	7%	12%
COc1ccc(/C=N/Nc2ncnc(Cl)c2N)cc1OC	24	21	0.1%	i	1.0	2.0	1078	i	51	1.8%	-1%	19%	9%
CCOCCCNC(=O)C(c1ccc(OC)cc1)N(Cc1ccc2c(c1)OCO2)C(=O)c1ccccn1 (centres undefined)	-11	-2	-0.3%	i	0.3	1.8	991	i	42	1.1%	0%	8%	5%
Cc1ccc(OC(C)C(=O)O)cc1C (centres undefined)	-15	-7	0.1%	i	0.2	0.0	517	i	54	1.7%	5%	8%	5%
Cc1cccc(N=Cc2c(O)cc(C)oc2=O)c1	-1	2	0.4%	i	0.2	0.0	913	i	50	-0.9%	-6%	8%	5%
CCOC(=O)Cn1cnc2c(C#N)c3n(c2c1=O)CCCCC3	-6	-1	-0.3%	i	0.5	-5.7	959	i	55	-0.1%	6%	5%	8%
CSC1=N/C(=C\c2ccc(Br)o2)C(=O)S1	24	3	-0.2%	i	1.0	-1.1	1331	i	47	0.9%	2%	?	14%

# A run of entries taken from the entries so far:
SMILES	WT yeast gro inh	WT yeast gro inh mutant strain	West Nile virus CPE	Myeloid diff 2	Myeloid diff 2 GFP+ MAC1+ %	bCat nuc transl	bCat nuc transl cell count 5 µM	T cell modulator	T cell modulator vesicle-bound %	RSV CPE inhibition	PhoP inhibition	SV40 large T antigen	MgcRacGAP inhibition
CCOC(=O)Cn1cnc2c(C#N)c3n(c2c1=O)CCCCC3	-6	-1	-0.3%	i	0.5	-5.7	959	i	55	-0.1%	6%	5%	8%
CSC1=N/C(=C\c2ccc(Br)o2)C(=O)S1	24	3	-0.2%	i	1.0	-1.1	1331	i	47	0.9%	2%	?	14%
